Bioassay records deposited in PubChem BioAssay by National Center for Advancing Translational Sciences (NCATS).
ASM inhibitor: Inhibitors of Secretory Acid Sphingomyelinase (S-ASM): qHTS | Sphingomyelin phosphodiesterase (Homo sapiens), P17405 | placental ASM, HMU-PC fluorogenic substrate, 60 min | 340,000 tested, 0.006% active | Potency, µM (titrated, usually from 57.5 µM), inactives show at the highest dose activity change, negative = inhibition, hits mostly inhibitors; further: potency means the concentration at half of the fitted maximal effect
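Fluorogenic HMU-PC substrate (9 uM final) is turned over by placental ASM in 60 min at 37 C after a 10 min compound preincubation. Reaction ended by alkaline stop (pH 10), with fluorescence read at 386/447 nm.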
Mito fusion act: qHTS Assay for Small Molecule Inhibitors of Mitochondrial Division or Activators of Mitochondrial Fusion | S. cerevisiae fusion-defective mutant growth rescue, CellTiterGlo 48 h | 320,000 tested, 0.23% active | Potency, µM (top dose mostly 46.1 µM), inactives show at the highest dose growth rescue (activation), usual class: activators;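 further: potency means the concentration at half of the fitted maximal effect; % of control where 0% means no effect; nearly all actives have a fitted effect of over 45% in size; temperature-sensitive fusion mutants such as fzo1-1 at 37 °C on non-fermentable ethanol glycerol medium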
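Temperature-sensitive fusion-defective S. cerevisiae (e.g. fzo1-1, mgm1-5) were grown with compound in YPEG medium (3% ethanol, 3% glycerol) for 48 hours at 37C. Growth rescue was measured as viability by CellTiterGlo luminescence after 10 minutes at ambient.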
MBNL1 CUG block: qHTS Assay for Inhibitors of MBNL1-poly(CUG) RNA binding. TR-FRET MBNL1-His/biotin-(CUG)12 binding, 665/545 ratio. 280,000 tested, 0.036% active. AID 2675, 2010. Muscleblind-like protein 1 (Homo sapiens), Q9NR56. Potency, µM (doses to about 57.5 µM), without a hit: at the top dose activity change, negative = inhibition, usual class: inhibitors; active means well fitted inhibition curve with a large enough effect in the signal ratio, with a control signal flat, not every such curve was filed as active; inconclusive means small, poorly fitted or top-dose-only effect, or effect the other way, or a change in a side signal; inactive means no such curve, though single readings can be large or run the other way; the % refers to the signal ratio; further: potency means the concentration at half of the fitted maximal effect; on the % scale 0 is the no-effect control and ±100 the full control effect
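Inhibition of protein-RNA binding appears as loss of TR-FRET between terbium anti-His antibody on MBNL1-His and streptavidin-XL665 on biotin-(CUG)12. Activity is normalized to buffer-only and uninhibited-complex controls.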
TSHR antagonist: Antagonists of the Thyroid Stimulating Hormone Receptor: HTS campaign; 330,000 tested, 0.2% active; Thyrotropin receptor (Homo sapiens), P16473; AID 504810, 2011; activity change, negative = inhibition, % at 11.5 µM; TSHR-expressing cells, TSH-stimulated cAMP HTRF, 2 h; hits give low values;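 active means activity change below a set negative limit, meaning inhibition stronger than a set level, cut at about -70% in these data; inconclusive means activity change between two set negative limits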; further: on the % scale 0 is the no-effect control and ±100 the full control effect
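TSHR-expressing cells were treated with compounds, then stimulated with TSH at EC80 (4nM final) for 2 hours at 37 deg C. Cellular cAMP was measured by HTRF competition between lysate cAMP and cAMP-d2 for a cryptate-labelled anti-cAMP antibody.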
AT treatment: qHTS Assay for Identifying a Potential Treatment of Ataxia-Telangiectasia | […] A-T fibroblasts, KAP-1 phosphorylation AlphaLISA; neocarzinostatin DNA damage 30 min before lysis | 320,000 tested, 0.19% active | Potency, µM (series often up to 57.5 µM), without a hit: at the top dose activation, actives largely listed as activators | AID 485349, 2010; further: potency means the concentration at half of the fitted maximal effect; % of control where 0% means no effect; nearly all actives have a fitted effect of over 45% in size
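ATM-like activity read as KAP-1 phosphorylation via AlphaLISA donor/acceptor antibody pairs after lysis and 6 hr at 25C. Cells were ATM-null patient fibroblasts ([…], hTERT), dosed 60 min, then exposed to the DSB inducer NCS for 30 min.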
a7 integrin act: qHTS for Activators of Integrin-Mediated Alleviation for Muscular Dystrophy | alpha7betagal myoblasts, beta-gal FDG fluorescence, 48 h | Potency, µM (highest dose often 38.3 µM), inactives show at the highest dose activation, most hits filed as activators | 350,000 tested, 0.064% active | AID 624291, 2012;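 further: potency means the concentration at half of the fitted maximal effect; 100% = response of the positive control SU9516; nearly all actives have a fitted effect of over 60% in size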
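Alpha7betagal+/- myoblasts (passage 13) were plated 16-24 hr, then exposed to compounds (1:260 dilution of DMSO stock) for 48 hours at 37C. After MPER lysis, β-galactosidase reporter activity was read as FDG fluorescence (ex 480/em 540) after 30 minutes.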
CXXC DNA block: qHTS Fluorescence Polarization Assay for Inhibitors of MLL CXXC domain - DNA interaction | Histone-lysine N-methyltransferase 2A (Homo sapiens), Q03164 | MLL-CXXC / FITC-HOXA9 DNA fluorescence polarization | Potency, µM (top dose mostly 115 µM), inactives show at the highest dose activity change, negative = inhibition, most hits filed as inhibitors | 290,000 tested, 0.037% active; active means well fitted inhibition curve with a large enough effect in the polarisation, with a control signal flat, not every such curve was filed as active; inconclusive means small, poorly fitted or top-dose-only effect, or effect the other way, or a change in a side signal; inactive means no such curve, though single readings can be large or run the other way; the % refers to the polarisation; further: potency means the concentration at half of the fitted maximal effect
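Steps: dispense CXXC domain solution (7 uM) → pin compounds or unlabeled HOX-A9 DNA control → 5 min ambient → add FLSN-HOX-A9 solution (50 nM) → spin → 30 min ambient → fluorescence polarization. Tris pH 7.5/NaCl/DTT/BSA buffer.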
Menin MLL FP TR: qHTS Assay for Inhibitors Targeting the Menin-MLL Interaction in MLL Related Leukemias: Competition With Texas Red Labeled MLL-derived Mutant Peptide; Potency, µM (series often up to 61.6 µM), for inactives: top-dose FP activity change, negative = inhibition, usual class: inhibitors; O00255; 270,000 tested, 0.23% active; Menin + Texas Red MLL mutant peptide, fluorescence polarization; active means well fitted inhibition curve with a large enough effect in the polarisation, with a control signal flat, not every such curve was filed as active; inconclusive means small, poorly fitted or top-dose-only effect, or effect the other way, or a change in a side signal; inactive means no such curve, though single readings can be large or run the other way; the % refers to the polarisation; further: potency means the concentration at half of the fitted maximal effect; % of control where 0% means no effect; many of its hits are not listed in these tables
TCR act: Activators of T cell receptors: qHTS campaign; primary human leukocytes, anti-CD3, IL-2 HTRF, 48 h; Potency, µM (doses to about 9.22 µM), without a hit: at the highest dose activation of IL-2 secretion, actives largely listed as activators; 330,000 tested, under 10 active; AID 504894, 2011; further: % of control where 0% means no effect
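Primary human leukocytes were stimulated with a-CD3 beads plus compounds for 48 hr without co-stimulation; secreted IL-2 was quantified by HTRF using a-IL-2-K (europium cryptate) and a-IL-2-d2, excited at 320nm with acceptor emission read at 665nm.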
TSG101-PTAP inh: qHTS Assay for Iinhibitors of HIV-1 Budding by Blocking the Interaction of PTAP/TSG101; Fluorescence polarization, FITC-PTAP peptide / Tsg101 binding; 340,000 tested, under 10 active; AID 493005, 2010; Potency, µM (top dose mostly 115 µM), for inactives: at the highest dose activity change, negative = inhibition, hits mostly inhibitors; active means well fitted inhibition curve with a large enough effect in the main read-out, with a control signal flat, not every such curve was filed as active; inconclusive means small, poorly fitted or top-dose-only effect, or effect the other way, or a change in a side signal; inactive means no such curve, though single readings can be large or run the other way; further: potency means the concentration at half of the fitted maximal effect; % of control where 0% means no effect
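FP read-out: FITC-PTAP peptide, 50 nM final, binding Tsg101 binding domain, 10 uM final; 20 min, r.t.; 10 mM HEPES pH 7.5, 0.15 M NaCl, 0.01% Tween 20, 3 mM EDTA, 0.1 mM TCEP.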
* hit, by the source's call; ? = inconclusive; nt = not tested or not shown; [ ] = remark or other dose. Unless noted, the call rests on the fitted dose curve; in most records, active means well fitted curve in the direction sought with a large enough effect; inconclusive means small, poorly fitted or top-dose-only effect, or another doubt; inactive means no such curve, though single readings can be large; an effect the other way counts as inactive or inconclusive. An excerpt. The share of hits here may be higher or lower than overall.

SMILES	ASM inhibitor	Mito fusion act	MBNL1 CUG block	TSHR antagonist	AT treatment	a7 integrin act	CXXC DNA block	Menin MLL FP TR	TCR act	TSG101-PTAP inh
COc1ccc(OC)c(NC(=O)NNC(=O)c2cc3occc3[nH]2)c1	-1%	0%	5%	-3	-6%	-71%[inhibitor]	8%	22%	-8%	-1%
CS(=O)(=O)N(CC(=O)NCc1ccco1)c1ccccc1Cl	4%	-3%	-3%	9	-7%	4%	-3%	15%	0%	-4%
CCOc1ccc(Br)cc1C(=O)Nc1ccc(C(=O)NCC(C)C)cc1	-3%	6%	-21%	17	-2%	-1%	4%	-11%	16%	0%
NC(=O)Cn1c(=O)n(C2CCCCC2)c(=O)c2c3c(sc21)CCCCC3	-1%	22%	-6%	-8	3%	1%	34%[activator]	-19%	1%[46.1 µM]	-14%
CC1Cc2ccccc2N1C(=O)CSc1nnc(-c2ccccc2)c(-c2ccccc2)n1 (stereo not drawn)	-1%	1%	25%	-15	-2%	3%	9%	?	nt	1%
O=C(c1ccc([N+](=O)[O-])cc1)N1CCN(C(=O)c2cccnc2)CC1	-2%	0%	?	-7	4%	-13%	1%	-19%	4%	0%
O=C(Oc1c(Br)cc([N+](=O)[O-])cc1Br)c1cccnc1	27%	9%	20%	-44	3%	-27%	13%	28%	-2%[46.1 µM]	-5%
COc1cc(OC)cc(-c2nc(SCC(=O)Nc3ccccc3F)n[nH]2)c1	-3%	0%	15%	-10	12%	-8%	0%	nt	2%	-1%
CCOc1ccc(OCC)c(NC(=O)CSc2nc3c(c(=O)n(C)c(=O)n3C)n2CC)c1	-5%	3%	0%	-4	-2%	-35%	9%	1%	nt	-5%
O=C(Nc1ccc(N2CCOCC2)c(Cl)c1)c1ccc(S(=O)(=O)N2CCOCC2)cc1	-2%	3%	2%	4	-4%	10%	-5%	?	6%	1%
O=C(Nc1ccccc1)c1cc([N+](=O)[O-])ccc1N1CCCCC1	-10%	nt	nt	14	-10%	10%	nt	nt	-2%	-5%
COc1ccc(C2c3[nH]c4ccccc4c3CCN2C(=O)Cc2nonc2C)c(F)c1 (stereo not drawn)	-4%	4%	4%	11	-9%	-14%	-9%	nt	-4%	-4%
O=C(Nn1cnnc1)c1ccccc1-c1ccccc1	2%	5%	-7%	-10	12%	-4%	6%	-22%	-2%	0%
O=C(Nc1ccc(N=Nc2ccccc2)cc1)c1cccc(Cl)c1	-4%	0%	0%	-2	4%	2%	8%	?	nt	nt
Cc1ccc([N+](=O)[O-])cc1NC(=O)/C=C/C(=O)O	4%	-1%	?	3	23%	-4%	-5%	nt	0%	-2%
COc1ccccc1CCC(=O)N(C)C1CCCN(Cc2ccccc2F)C1 (stereo not drawn)	-1%	-1%	-1%	12	2%	-36%	5%	?	-5%	-6%
O=c1cc2ncc(-n3cc([N+](=O)[O-])cn3)cn2[nH]1	-2%	-4%	?	-17	-5%	-6%	-4%	?	-6%	-4%
CCC(=O)N1CCN(c2ccc(NC(=O)c3ccc([N+](=O)[O-])o3)cc2)CC1	-6%	2%	?	0	-8%	-73%[inhibitor]	12%	2%	32%	1%
O=C(CSc1n[nH]c(-c2cccnc2)n1)Nc1ccccc1[N+](=O)[O-]	-1%	2%	?	0	-2%	18%	19%	14%	-3%	-4%
Cc1[nH][nH]c(=O)c1C(c1ccc(Cl)cc1)c1c(C)[nH][nH]c1=O	-1%	4%	-4%	18	-3%	19%	-9%	6%	2%	-6%
Cc1ccc2nc(-c3ccc(F)cc3)nc(SCC(=O)NCC3CCCO3)c2c1 (stereo not drawn)	2%	1%	1%	-5	-3%	?	6%	23%	-1%	3%
c1ccc(COc2cccc(CNCc3cccnc3)c2)cc1	5%	4%	-3%	0	3%	17%	-2%	-12%	-3%	0%
Cc1ccc(S(=O)(=O)c2nnn(-c3cccc(F)c3)c2N)cc1	3%	7%	-9%	5	3%	16%	-1%	27%	3%	-7%
Oc1ccc(/C=N/N(Cc2ccccc2)c2ccccc2)cc1	-8%	-35%[inhibitor]	1%	14	4%	-9%	-6%	?	8%	-1%
COc1ccc(S(=O)(=O)N2CCC(C(=O)NC3CCCCC3)CC2)cc1C	-22%	4%	5%	-1	-7%	19%	-1%	-13%	-2%	-5%
COc1ccc(Oc2nc(OC)cc(OC)n2)cc1	2%	-2%	-3%	28	6%	4%	2%	11%	-1%	0%
COc1ccc(C(C)(C)C)cc1S(=O)(=O)NCC1CCCO1 (stereo not drawn)	4%	nt	nt	nt	nt	29%	nt	nt	-5%	-1%
COc1ccc(-n2nc(C(=O)NCc3ccco3)c3c4ccccc4n(C)c3c2=O)cc1	0%	-24%	3%[11.5 µM]	18	1%	?	4%	24%	1%	-1%
Nc1ncnc2c1ncn2[C@@H]1O[C@H](CNCc2cn(CC(=O)NC3CC3)c3ccccc23)[C@@H](O)[C@H]1O	3%	nt	nt	-9	0%	-10%	nt	nt	1%	-7%
CN(C)CCN(C(=O)c1ccc(S(=O)(=O)N2CCc3ccccc32)cc1)c1nc2ccc(F)cc2s1	-14%	-2%	-3%	-13	6%	22%	14%	nt	3%	-8%
Cc1ccc(CNC(=O)c2oc3ccc(S(=O)(=O)N4CCOCC4)cc3c2C)cc1	-6%	9%	3%	-10	2%	-20%	4%	-2%	5%	-17%
CCNC1CCS(=O)(=O)C1 (stereo not drawn)	7%	0%	-9%	-4	-13%	11%	-1%	nt	1%	-7%
Cc1cccc(NC(=S)N2CCCC2)c1	1%	-3%	0%	5	8%	8%	2%	13%	6%	-1%
COc1cc(CNC(C)(C)CO)cc(Br)c1OCc1ccc(Cl)cc1Cl	-14%	-18%	8%	-1	4%	-49%[inhibitor]	-4%	-1%	-5%[46.1 µM]	-8%
CCOC(=O)C1CCN(Cc2cccc(OC)c2)CC1	4%	0%	10%	3	nt	13%	-4%	-2%	nt	-4%
C=CCN(CC=C)S(=O)(=O)c1ccc(C(=O)Nc2sc3c(c2C(N)=O)CCCCC3)cc1	19%	-1%	3%	7	0%	-35%	5%	24%	-5%[46.1 µM]	1%
CCOC(=O)C1CCN(Cc2coc3ccc(Cl)cc3c2=O)CC1	-1%	-3%	6%	3	-11%	-21%	-4%	-12%	-37%	-2%
COc1ccc(N(CC(=O)NCc2ccc(C)cc2)S(=O)(=O)c2ccccc2[N+](=O)[O-])c(OC)c1	-3%	1%	6%	4	-1%	0%	-1%	-11%	6%	-9%
COc1cccc(C(=O)O/N=C(\N)c2ccncc2)c1OC	1%	-2%	0%	-5	-1%	1%	8%	-12%	1%[46.1 µM]	-5%
CSCC[C@H](NC(=O)Cc1c(C)c2c(cc(C)c3c(C)coc32)oc1=O)C(=O)O	42%[activator]	0%	?	-4	-2%	19%	14%	-11%	-3%	0%
CC1=NN(c2ccc(C(=O)O)cc2)C(=O)/C1=C\c1ccc(OC(=O)c2cccs2)cc1	-8%	-2%	-5%	16	2%	-6%	?	?	-2%	-3%
Cc1cc(=O)oc2cc(NC(=O)C(C)Oc3cccc(Cl)c3)ccc12 (stereo not drawn)	53%[activator]	5%	nt	-8	20%	1%	nt	nt	4%	0%
O=C(CNC(=O)c1ccc(Br)o1)NNC(=O)c1ccccc1O	1%	-1%	nt	8	6%	-8%	nt	nt	4%	0%
O=C(CCN1C(=O)C2CCCCC2C1=O)Nc1nc2c(F)cc(F)cc2s1 (stereo not drawn)	0%	-3%	nt	0	-1%	24%	nt	nt	nt	20%
Clc1cccc(-c2sc(Nc3ccccc3)n[n+]2-c2ccccc2)c1Cl	-11%	-4%	3%	13	-10%	-13%	12%	-11%	15%	0%
